APE1 inh: APE1 (human) endonuclease inhibition | AID 2517 | P27695 | Potency, µM (series often up to 65.8 µM), inactives show top-dose activity change, negative = inhibition, most hits filed as inhibitors | 0.35% of 350,000 active | recombinant APE1, TAMRA/BHQ-2 abasic DNA cleavage fluorescence;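 further: potency means the concentration at half of the fitted maximal effect; plate controls were vehicle for no effect and reference inhibitor for full effect; nearly all actives have a fitted effect of over 55% in size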
Target sequence (P27695 whole entry, looked up): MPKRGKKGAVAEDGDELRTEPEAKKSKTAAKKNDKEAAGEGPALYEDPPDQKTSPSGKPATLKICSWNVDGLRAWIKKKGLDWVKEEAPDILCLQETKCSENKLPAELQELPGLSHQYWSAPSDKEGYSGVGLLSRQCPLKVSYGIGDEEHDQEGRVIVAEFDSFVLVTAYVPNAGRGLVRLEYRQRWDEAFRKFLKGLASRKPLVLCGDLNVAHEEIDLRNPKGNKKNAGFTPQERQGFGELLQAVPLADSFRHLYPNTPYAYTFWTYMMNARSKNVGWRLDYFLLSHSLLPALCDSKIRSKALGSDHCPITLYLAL
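Activity was derived from the fluorescence gain between first and third kinetic reads (60 s intervals, ex 525/em 598 nm) after 50 nM THF-abasic TAMRA/BHQ-2 duplex was added to 0.75 nM APE1 preincubated 15 min with compound.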
POLK inh: DNA polymerase kappa (human) inhibition. Q9UBT6. purified Pol kappa, fluorescent DNA synthesis assay, 10 min. Potency, µM (series often up to 107 µM), for the others: at the highest dose activity, negative = inhibition, actives largely listed as inhibitors. 0.53% of 400,000 active. AID 588579; further: potency means the concentration at half of the fitted maximal effect; on the % scale 0 is the no-effect control and ±100 the full control effect
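Here, compound and 10 nM enzyme are combined for 15 min at room temperature; adding 50 nM substrate (final) starts DNA synthesis, tracked by fluorescence at 0 and 10 min against buffer-only wells.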
Pol eta inh: inhibitors of human DNA polymerase eta | 1.2% of 390,000 active | Potency, µM (highest dose often 114 µM), inactives show top-dose activity change, negative = inhibition, most hits filed as inhibitors | recombinant Pol eta, fluorescent DNA replication assay | AID 588591 | Q9Y253; further: potency means the concentration at half of the fitted maximal effect; on the % scale 0 is the no-effect control and ±100 the full control effect
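Pol eta (10 nM) was preincubated with compounds for 15 min at room temperature, after which fluorescent replication substrate (50 nM final) was added to start the reaction. Fluorescence was read kinetically at 0 and 10 min.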
POLI inh: blocks human DNA polymerase iota activity | 1% of 390,000 active | Q9UNA4 | Potency, µM (highest dose often 115 µM), for inactives: top-dose activity, negative = inhibition, actives largely listed as inhibitors | Pol iota fluorescent replication assay, 10 min; further: potency means the concentration at half of the fitted maximal effect
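Pol iota at 10 nM preincubated 15 min with compounds at room temperature; reaction started with fluorescent substrate, 50 nM final. Fluorescence read kinetically at 0 and 10 min; buffer-only wells as negative control.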
Anesthetic bind: candidate novel general anesthetic via apoferritin binding. P02791. apoferritin/1-aminoanthracene competitive binding, fluorescence. Potency, µM (series often up to 77.5 µM), for inactives: top-dose activity change, negative = displacement, actives largely listed as inhibitors. 0.074% of 350,000 active. AID 485281; further: potency means the concentration at half of the fitted maximal effect; on the % scale 0 is the no-effect control and ±100 the full control effect; nearly all actives have a fitted effect of over 20% in size
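Read-out: endpoint 1-AMA fluorescence, excitation 380 nm and emission 535 nm, after compounds sit 10 min at room temperature with 10 uM horse-spleen apoferritin in 50% saturated 1-AMA/PBS. Values come from four-parameter Hill fits.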
Pol beta inh: blocks human DNA polymerase beta activity | P06746 | Pol beta primer extension/strand displacement, fluorescence kinetic | Potency, µM (titrated, usually from 114 µM), without a hit: top-dose activity change, negative = inhibition, actives largely listed as inhibitors | 1.3% of 340,000 active; further: potency means the concentration at half of the fitted maximal effect; on the % scale 0 is the no-effect control and ±100 the full control effect
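Pol beta (10 nM) was preincubated with compound for 15 min at room temperature. The reaction was then started with 50 nM substrate and read immediately and after a further 10 min at room temperature.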
Tb PGK inh: T. brucei PGK inhibition. PGK/GAPDH coupled, Kinase-Glo luminescence, 60 min. Potency, µM (titrated, usually from 57.5 µM), inactives show at the highest dose activity change, negative = inhibition, most hits filed as inhibitors. 0.043% of 380,000 active. AID 602233; further: potency means the concentration at half of the fitted maximal effect; on the % scale 0 is the no-effect control and ±100 the full control effect; nearly all actives have a fitted effect of over 60% in size
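Luminescent ATP detection (Kinase-Glo Plus) follows a 60-minute room-temperature incubation, with wells lacking PGK as controls. Buffer: 100 mM TEA (pH 7.6), 5 mM MgCl2, 0.01% Tween-20. Coupling enzyme GAPDH (100 nM final) supplies unstable 1,3-BPG in-well.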
BLM inh: blocks DNA unwinding by human BLM helicase | 0.2% of 350,000 active | Potency, µM (highest dose often 56.1 µM), without a hit: at the top dose activity change, negative = inhibition, most hits filed as inhibitors | AID 2528 | recombinant BLM DNA unwinding, fluorescence dequenching;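 further: potency means the concentration at half of the fitted maximal effect; plate controls were vehicle for no effect and no enzyme for full effect; nearly all actives have a fitted effect of over 35% in size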
RXFP1 antag: antagonists of human relaxin receptor RXFP1; Q9HBX9; HEK293-RXFP1, relaxin-stimulated cAMP HTRF, 30 min; stronger effect = lower value; activity change, negative = inhibition, % at 57.5 µM; 0.59% of 350,000 active; AID 1259400;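 active means activity change of -60% or lower, but not beyond a set lower limit; inconclusive means change between -60% and -40%, or beyond the set limit; inactive means change above -40%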; further: on the % scale 0 is the no-effect control and ±100 the full control effect
Target sequence (Q9HBX9 whole entry, looked up): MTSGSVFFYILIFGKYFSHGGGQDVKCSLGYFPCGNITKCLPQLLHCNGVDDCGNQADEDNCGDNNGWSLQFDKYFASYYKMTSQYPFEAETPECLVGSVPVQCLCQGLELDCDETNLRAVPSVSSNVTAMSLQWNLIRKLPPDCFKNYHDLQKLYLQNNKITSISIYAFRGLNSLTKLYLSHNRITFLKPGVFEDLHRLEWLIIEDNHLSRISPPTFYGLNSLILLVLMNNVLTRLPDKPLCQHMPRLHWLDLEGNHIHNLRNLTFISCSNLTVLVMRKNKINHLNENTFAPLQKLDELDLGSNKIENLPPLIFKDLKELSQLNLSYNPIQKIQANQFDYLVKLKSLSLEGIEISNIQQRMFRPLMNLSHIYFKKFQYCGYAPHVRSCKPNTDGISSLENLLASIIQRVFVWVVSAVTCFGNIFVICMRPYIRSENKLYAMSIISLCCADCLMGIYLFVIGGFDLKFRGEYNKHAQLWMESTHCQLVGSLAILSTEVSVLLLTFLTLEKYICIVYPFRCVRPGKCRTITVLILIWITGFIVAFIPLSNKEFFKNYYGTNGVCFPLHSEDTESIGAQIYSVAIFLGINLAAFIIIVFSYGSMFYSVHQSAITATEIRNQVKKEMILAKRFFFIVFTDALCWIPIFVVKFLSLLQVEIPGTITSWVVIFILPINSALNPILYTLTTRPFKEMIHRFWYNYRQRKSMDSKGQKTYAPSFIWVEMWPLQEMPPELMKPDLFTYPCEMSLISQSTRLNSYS
The depositor's hits bear a star; i = inactive; ? = inconclusive; nt = no result given; & = joins results of further samples; [ ] = dose if it differs, or a comment. Unless noted, the call rests on the fitted dose curve; in most records, active means well fitted curve in the direction sought with a large enough effect; inconclusive means small, poorly fitted or top-dose-only effect, or another doubt; inactive means no such curve, though single readings can be large; an effect the other way counts as inactive or inconclusive.

Preview, 2 compounds:
APE1 inh,POLK inh,Pol eta inh,POLI inh,Anesthetic bind,Pol beta inh,Tb PGK inh,BLM inh,RXFP1 antag,SMILES
nt,-4.1%,-21.5%,8.2%,-1.2%,?,-3.1%,-2.5%,-10.4,CC(C)Oc1ccc(-c2nc3c(C#N)c[nH]n3c2NC2CCCCC2)cc1
29.7%,16.0%,-5.2%,-14.0%,-13.6%,29.1%,-6.2%,-7.2%,-2.4,CC(SCc1ccccc1)C(=O)Nc1ccccc1 (stereo not drawn)

Results, from the start:
APE1 inh,POLK inh,Pol eta inh,POLI inh,Anesthetic bind,Pol beta inh,Tb PGK inh,BLM inh,RXFP1 antag,SMILES
nt,-4.1%,-21.5%,8.2%,-1.2%,?,-3.1%,-2.5%,-10.4,CC(C)Oc1ccc(-c2nc3c(C#N)c[nH]n3c2NC2CCCCC2)cc1
29.7%,16.0%,-5.2%,-14.0%,-13.6%,29.1%,-6.2%,-7.2%,-2.4,CC(SCc1ccccc1)C(=O)Nc1ccccc1 (stereo not drawn)
-12.9%,-7.5%,-12.3%,12.6%,-8.3%,2.7%,-9.1%,1.6%,-3.8,COc1ccc(C(=O)N2CCN(CCNC(=O)C(=O)Nc3ccc(F)cc3)CC2)cc1
-2.7%,-5.8%[60.1 µM],-8.4%,40.1%[activator],-11.6%,0.5%,-8.5%,-0.5%,-1.0,COCCOC(=O)C1=C(C)NC2=C(C(=O)CCC2)C1c1ccc2c(c1)OCO2 (stereo not drawn)
2.5%,-2.0%,-19.8%,9.2%,-18.9%,12.5%,i,-2.9%,-7.9,CCN1CCN(C(c2cccs2)C(C)NS(=O)(=O)c2ccc(Br)cc2)CC1 (stereo not drawn)
19.0%,3.6%,-4.7%,7.3%,-8.0%,87.5%,4.3%,0.5%,-0.6,CCc1cc(=O)oc2cc(OCC(=O)NCCCN3CCOCC3)c(Cl)cc12
-5.8%,-5.6%,-10.8%,-22.8%,-4.4%,26.4%,-3.4%,-0.4%,-0.2,CCCC(C(=O)NC(C)(C)C)N(CC1CCCO1)C(=O)CNS(=O)(=O)c1ccc(F)cc1 (stereo not drawn)
-4.0%,-5.5%,-16.4%,98.0%[activator],-10.7%,-6.3%,i,-1.4%,-3.8,Cc1ccccc1CS(=O)(=O)c1ccc(C(=O)N2CCC(C)CC2)cc1[N+](=O)[O-]
3.9%,-12.8%,-16.4%,3.6%,nt,nt,2.9%,nt,8.0,Cc1ccc(OCCNC(=O)c2ccccc2OCc2c(C)noc2C)cc1
16.3%,0.4%,-9.9%,-5.2%,-2.6%,23.6%,-8.3%,-3.0%,0.1,NS(=O)(=O)c1ccc(NC(=O)CSc2cn[nH]n2)cc1
3.4%,-21.7%,-11.1%,2.7%,-8.7%,10.7%,14.6%,-5.8%,-4.6,O=CNC1CCCc2c1[nH]c1ccc(Cl)cc21 (stereo not drawn)
16.1%,-27.0%,-22.2%,4.5%,nt,nt,-2.5%,nt,-5.0,CC(=O)Nc1ccc(S(=O)(=O)N(C)CC(=O)OC(C)C(=O)NC2CCCCC2)cc1 (stereo not drawn)
-4.6%,-17.4%,-1.0%,66.8%[activator],-6.0%,-0.8%,-6.8%,0.1%,-1.3,C/C(=N/NC(=O)c1ccc2c(c1)OCCO2)c1ccc([N+](=O)[O-])cc1
-4.3%,-4.7%[60.1 µM],-2.2%,47.5%[activator],2.1%,-11.0%,-9.1%,-1.0%,-15.0,Cc1cccc(NC(=O)c2sc3nc(-c4ccccc4)cn3c2C)n1
-1.2%,-10.0%,-14.0%,154.6%[activator],-12.3%,8.8%,3.0%,1.1%,-27.9,COc1cccc(CNc2nc(-c3cccnc3)nc3ccccc23)c1
nt,-12.4%[60.1 µM],-8.0%,7.6%,44.9%[activator],-2.1%,2.7%,2.9%,nt,Cn1ccc2cc(S(=O)(=O)N3CCCN(C(=O)Nc4ccccc4Br)CC3)ccc21
-7.4%,-3.4%,-18.3%,47.6%[activator],-7.5%,1.6%,-7.8%,-8.2%,8.6,CCCCn1c(SCC(=O)NCc2ccc(OC)c(C(=O)O)c2)nc2cc(S(N)(=O)=O)ccc21
10.5%,-12.3%,-7.1%,13.9%,-1.5%,23.5%,-8.1%,3.5%,5.8,O=C(COC(=O)c1cc(C(F)(F)F)cc(C(F)(F)F)c1)NCc1ccc(Cl)cc1
-4.9%,0.4%,-15.7%,9.3%,-16.5%,?,-7.8%,-7.5%,-6.5,CCCCNC(=S)NCc1ccc2[nH]c3c(c2c1)CCCC3
-8.1%,-3.9%,-4.7%,9.5%,?,6.6%,i,2.0%,-12.6,O=C(Nc1cccc(-c2nc3ncccc3o2)c1)c1ccccc1

Following part.
APE1 inh,POLK inh,Pol eta inh,POLI inh,Anesthetic bind,Pol beta inh,Tb PGK inh,BLM inh,RXFP1 antag,SMILES
-2.8%,10.0%,-18.2%,-13.5%,-9.9%,-14.9%,-11.1%,-0.6%,-8.7,CCOc1ccc2[nH]c3c(N4CCN(C(=O)c5ccco5)CC4)ncnc3c2c1
5.3%,-11.5%,-5.2%,-2.1%,?,19.6%,-1.9%[11.5 µM],-0.5%,4.6,Cc1ccc(C(=O)N(CC(=O)NC2CCCCC2)c2ccccc2C)s1
-2.4%,-13.3%,-13.2%,-1.6%,nt,nt,-9.9%,nt,nt,CCCCNc1c(-c2ccc(OC)c(SC(C)CC)c2)nc2ccc(C)cn12 (stereo not drawn)
-4.5%,-4.0%,2.5%,9.1%,-7.4%,-25.0%,i,-4.4%,-5.7,CCCS(=O)(=O)N1CCN(C(=O)COc2ccc(OC)cc2)CC1
-8.3%,-1.4%,-17.2%,-4.8%,-6.6%,-4.2%,i,7.4%,-13.9,CC(C)CCNC(=O)c1cc(-c2ccncc2)nc2ccc(S(=O)(=O)N3CCOCC3)cc12
14.7%,-20.0%,-5.1%,2.4%,nt,nt,2.8%,nt,1.8,COCC(C)n1c(SCC(=O)NC(=O)NC2CCCC2)nc2ccccc2c1=O (stereo not drawn)
nt,7.4%,-19.2%,13.8%,nt,nt,-9.4%,nt,-12.1,CCN(C(=O)COC(=O)CCCc1c[nH]c2ccccc12)c1c(N)n(Cc2ccccc2)c(=O)[nH]c1=O
-7.2%,-3.8%,-16.3%,2.1%,nt,nt,i,nt,-4.5,CN(CCOc1ccc(Cl)cc1)C(=O)c1cc(S(=O)(=O)N2CCOCC2)ccc1N1CCCC1
nt,9.7%,-3.9%,?,nt,nt,-4.4%,nt,nt,CCN1C[C@@H]2[C@@H]3C(=O)N(Cc4ccccc4)C(=O)[C@@H]3[C@](Cc3ccccc3)(C1=O)N2C(=O)c1ccc(C(F)(F)F)cc1
9.6%,1.2%,-5.2%,10.4%,0.0%,-2.8%,6.9%,-7.3%,-16.0,CN(CC(=O)N1CCN(C2CCCCC2)CC1)S(=O)(=O)c1cccc2nsnc12
1.8%,-4.3%,-17.3%,2.6%,-4.8%,4.9%,i,-5.3%,-5.4,CCOC(=O)C1=C2c3cc(OC)c(OC)cc3CC(C)(C)N2C(=O)C1=O
-6.3%,2.5%,-9.2%,?,-11.9%,2.3%,-3.4%,-1.5%,-16.8,CCc1cc(C(=O)O)c(NC(=O)/C=C/c2ccc(OC)cc2)s1
3.6%,-12.5%,-1.9%,3.9%,4.6%,2.9%,-3.3%,-11.0%,-10.9,CC(=O)N1CCCc2cc(S(=O)(=O)NC(C(=O)NC3CCCCC3)C(C)C)ccc21 (stereo not drawn)
-3.3%,?,3.98µM*,11.2µM*,-15.5%,-7.4%,-15.9%,-10.9%,0.7,O=C(O)Cc1ccc(NC(=O)c2ccc3c(c2)C(=O)N(Cc2ccco2)C3=O)cc1
?,-14.9%,-5.8%,-5.6%,-3.9%,27.1%,-4.7%,-1.4%,4.8,CC(=O)NC1C(=O)N=C(SCC(=O)Nc2ccc(C(F)(F)F)cc2Cl)NC1=O (stereo not drawn)
12.9%,-4.7%,-4.8%,2.8%,-5.0%,-3.5%,-0.5%,-4.3%,4.0,O=C1c2ccccc2C(=O)N1c1ccc(Cl)cn1
20.5%,-11.0%,-3.4%,24.0%,nt,nt,-0.1%,nt,-13.9,N#Cc1ccc(CN2CCN(C(=O)c3ccc(S(=O)(=O)NCc4ccco4)cc3)CC2)cc1
10.0%,-0.5%,-10.6%,?,?,-1.1%,i,-5.3%,-16.2,CC(C)c1ccc(OC(=O)NCCO)cc1
-2.5%,-7.2%,-5.5%,-11.2%,-23.9%,?,1.3%,-8.4%,-9.3,C/C(=N\O)c1ccc2c(c1)OCCO2
-4.6%,1.5%,-6.7%,-9.3%,2.0%,-4.4%,-5.3%,0.7%,14.8,COCCNC(=O)COC(=O)c1ccc(OCC(=O)Nc2ccccc2OC)c(OC)c1

Later entries.
APE1 inh,POLK inh,Pol eta inh,POLI inh,Anesthetic bind,Pol beta inh,Tb PGK inh,BLM inh,RXFP1 antag,SMILES
17.0%,3.5%,-24.0%,25.5%,4.5%,43.8%,i,4.3%,-64.1*,COCCCNCCOCCOc1ccc(Cl)cc1C(C)(C)C
2.4%,3.7%,-0.4%,21.4%,-6.9%,0.8%,-0.1%,-4.8%,-3.6,Nc1nnc(C(F)(F)F)s1
0.5%,0.7%,-14.0%,142.3%[activator],1.0%,9.7%,i,4.1%,-11.5,COCCN(C(=O)CCC(=O)Nc1cc(C)on1)C(C(=O)NC(C)(C)C)c1ccc(OC)cc1 (stereo not drawn)
0.1%,-23.5%,0.9%,-8.1%,?,-0.1%,-4.5%,-4.7%,-0.1,Cc1cc(=O)oc(C)c1C(=O)OCC(=O)c1ccc(Cl)c(Cl)c1
nt,-20.6%,-27.0%,-12.5%,47.5%[activator],30.3%,2.7%,-4.9%,9.7,COc1ccc2oc(=O)c(-c3nnc(-c4ccc(C)cc4)o3)cc2c1
1.8%,?,-0.5%,-0.9%,nt,nt,-1.1%,nt,-0.6,CCCn1c(N)c(C(=O)COC(=O)CCNS(=O)(=O)c2ccccc2F)c(=O)[nH]c1=O
14.0%,-0.4%&3.3%,-16.7%&-0.7%,155.4%&19.9%[activator],-0.6%&5.6%,1.8%&24.8%,-11.5%&-3.4%,-1.5%&0.4%,-3.9&-9.2,COc1ccc(CN(C(=O)c2cc3ccccc3oc2=O)C2CCS(=O)(=O)C2)cc1 (stereo not drawn)

Some of the compounds tested, so the mix of outcomes need not match the whole.
